# High-throughput results from PubChem.
# Tat transport = E. coli Tat transport inhibition | E. coli MC4100 TorA-mCherry Tat export, fluorescence | inhibition, % at 10 µM | 0.036% of 340,000 active | AID 488895;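 active means mean replicate inhibition at least 50% and at least half of replicates individually reaching 50%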;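 further: exported cargo escapes ClpAP degradation while cytoplasmic cargo is degraded and loses fluorescence; 0% = median of neutral control wells and 100% = median of NaSCN control wells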
# E coli growth = bacterial growth inhibition, counter-screen for AddAB inhibitors; E. coli V3065 growth, OD600 absorbance, 18 h; inhibition, % at 11.9 µM; 0.27% of 330,000 active;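 active means inhibition above the campaign's mean inhibition across all tested compounds plus 3 SD, cut at about 9.9% in these data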;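 further: uninfected addAB+ strain grown without phage in ampicillin broth; 0% = DMSO wells and 100% = ciprofloxacin 0.95 µg/ml wells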
# PfHsp90 yeast 2 = inhibits growth of yeast expressing Plasmodium falciparum Hsp90 | inhibition, % at 9.4 µM | 0.32% of 310,000 active | S. cerevisiae expressing PfHsp90, BacTiter-Glo ATP, 48 h; yeast lacking PDR1 and PDR3 efflux regulators;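 active means every replicate shows inhibition above about 80%, whatever the replicate mean, limit read from the data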;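 further: 0% = DMSO neutral controls and 100% = 20 µM radicicol positive controls; yeast relying on Plasmodium falciparum Hsp90 in place of its own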
# AddAB inh = less growth of phage-infected E. coli with AddAB. E. coli expressing H. pylori AddAB, absorbance growth. inhibition, % at 11.9 µM. 0.29% of 330,000 active. AID 435030; in the data active means inhibition above about 12%;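 further: 0% = vehicle wells of infected cells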
# PKA-R1A act = activates the PKA-R1A holoenzyme complex; PKA-R1A dissociation, Cy5-IP20 fluorescence polarization; scaled: DMSO 0%, 113 µM cGMP 100%; 0.083% of 340,000 active; P00514+P68181; activation, % at 11.4 µM;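 active means percent activation above the mean of all tested compounds plus 3 SD, cut at about 19% in these data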;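 further: higher means more PKAc released from R1A so a rise in polarization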
# MOR-DOR inv ag = mu-delta opioid heterodimer inverse agonism; inhibition, % at 9.3 µM; cell-based MOR-DOR heterodimer luminescence; AID 504357; P35372+P41143; 0.21% of 340,000 active; in the data active means inhibition above about 22%, passing the limit was not always enough;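 further: 0% = cells with DMSO and 100% = wells without cells with DMSO; values of inactives mirror those of a sister screen read the other way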
# Target sequence (P35372 whole entry, looked up): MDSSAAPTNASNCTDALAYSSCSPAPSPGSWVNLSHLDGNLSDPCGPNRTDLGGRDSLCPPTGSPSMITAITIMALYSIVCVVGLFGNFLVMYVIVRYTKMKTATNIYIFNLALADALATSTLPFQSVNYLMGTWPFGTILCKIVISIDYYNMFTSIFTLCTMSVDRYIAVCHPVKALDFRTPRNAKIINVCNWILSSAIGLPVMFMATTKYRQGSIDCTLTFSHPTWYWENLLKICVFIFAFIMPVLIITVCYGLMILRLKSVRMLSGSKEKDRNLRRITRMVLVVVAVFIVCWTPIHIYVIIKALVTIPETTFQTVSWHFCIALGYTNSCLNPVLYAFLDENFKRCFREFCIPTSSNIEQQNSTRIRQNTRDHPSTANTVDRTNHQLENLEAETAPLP
# Target sequence (P41143 whole entry, looked up): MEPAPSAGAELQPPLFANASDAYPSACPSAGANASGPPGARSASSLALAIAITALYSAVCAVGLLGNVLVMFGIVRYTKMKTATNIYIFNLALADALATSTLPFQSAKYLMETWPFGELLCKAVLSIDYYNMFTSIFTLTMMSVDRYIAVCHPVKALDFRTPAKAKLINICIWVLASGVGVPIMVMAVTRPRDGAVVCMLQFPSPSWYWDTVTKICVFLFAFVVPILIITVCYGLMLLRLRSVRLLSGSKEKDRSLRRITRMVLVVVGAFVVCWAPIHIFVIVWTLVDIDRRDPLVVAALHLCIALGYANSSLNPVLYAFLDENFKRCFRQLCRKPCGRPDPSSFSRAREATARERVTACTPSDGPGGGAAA
# OPRM1-OPRD1 ag = agonists of human mu-delta opioid receptor heterodimerization | P35372+P41143 | 0.3% of 340,000 active | activation, % at 9.3 µM | cells, OPRM1-OPRD1 heterodimerization, luminescence; in the data active means activation above about 18%;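 further: 0% = vehicle-treated cells and 100% = reference agonist; values of inactives mirror those of a sister screen read the other way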
# phage Ecoli inh = E. coli growth loss with phage present. growth absorbance. inhibition, % at 11.9 µM. 0.26% of 360,000 active. AID 651602; in the data active means inhibition above about 11%
# PKA-R2B activ = activators of human PKA-R2B complex | PKA-R2B holoenzyme dissociation, Cy5-IP20 fluorescence polarization; R2B truncated from residue 108, S112A mutant; 0% DMSO only, 100% 113 µM cGMP | activation, % at 11.4 µM | 0.079% of 340,000 active | AID 504700;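 active means activation above a cutoff set at the mean over all compounds plus 3 SD, cut at about 18% in these data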;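 further: higher means more holoenzyme dissociation and a rise in polarization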
# SUMO Mot1 rescue = inhibitors of SUMOylation pathway: yeast Mot1-301 growth rescue; S. cerevisiae Mot1-301 growth rescue, ATP luminescence, 38.5C; percent above DMSO median, 100 means doubled; growth rescue, % at 18.8 µM; 1% of 320,000 active;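 active means every valid replicate shows activation above 250% relative to neutral control wells; inactive means the rest, any valid replicate at or below 250%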;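 further: OY570 slx delta 5 strain wells were the positive control but not used for scaling; some compounds called inactive have numbers as strong as hits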
# HTR5A inv ag = inverse agonist of human HTR5A in OPRM1-OPRD1 counter-screen; P47898; HTR5A cell line, luminescence, inverse agonism; inhibition, % at 9.3 µM; 0.083% of 340,000 active; in the data active means inhibition mostly above about 23%, no sharp cut-off; inactive means mostly below about 18%;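 further: 0% = cells with DMSO and 100% = no-cell wells with DMSO; some compounds called inactive have numbers as strong as hits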
# An asterisk follows results filed as active; · = not tested or not shown.
# Values in the order – Tat transport, E coli growth, PfHsp90 yeast 2, AddAB inh, PKA-R1A act, MOR-DOR inv ag, OPRM1-OPRD1 ag, phage Ecoli inh, PKA-R2B activ, SUMO Mot1 rescue, HTR5A inv ag
O=C(COc1ccc(F)cc1)N1CCCCCCC1
→ -4, -1.6, 7, 1.8, 5, 10, -2.1, 3.6, 8, 7, -5
O=C(COc1ccc(/C=N/NC(=O)c2cccnc2)cc1)Nc1ccccc1
→ -3, -0.7, 17, -2.1, -3, 9, -1.6, 1.5, -8, 7, 2
C[C@@H](C(=O)NCc1ccc(S(C)(=O)=O)cc1)[C@@H]1C[C@@]1(C)[C@@H](NC(=O)OCc1ccccc1)c1ccccc1
→ -3, -0.7, 14, 0.4, 0, -2, 0.3, 0.2, -5, 5, -6
CCOC(=O)N1CCC(=NNc2ccc(S(=O)(=O)N3CCOCC3)cc2[N+](=O)[O-])CC1
→ 2, 2.6, -10, 0.0, 3, 10, -1.9, 5.8, -15, 10, -2
Cc1cc(C(=O)CSc2n[nH]c(-c3ccccc3F)n2)c(C)n1Cc1cccs1
→ -3, 1.8, -27, 3.8, 13, 2, -0.4, 1.2, 0, 20, -12
CC(C)(C)C(=O)N(Cc1ccccc1)c1ccccn1
→ 3, -0.4, ·, 0.0, 4, -2, 0.3, -1.7, 4, -20, 4
Cc1ccc(CN2CCN(Cc3cnc(C)s3)CC2CCO)o1 (stereo not given)
→ -5, 1.8, 19, 3.3, -2, -24, 3.3, 2.5, -18, 3, 2
CCOc1ccccc1N(C)C(=O)Cn1ncc2c([nH]c3ccccc32)c1=O
→ -4, 0.4, -10, 0.9, -2, -4, 0.9, -0.2, 9, -15, -13
Cc1cccc(N2CCN(S(=O)(=O)c3c(C)[nH]c(=O)[nH]c3=O)CC2)c1C
→ -4, -1.1, -3, 1.9, -10, 14, -3.0, -2.0, -6, -7, 8
Cn1ccnc1C(=O)c1ccc(NN)c([N+](=O)[O-])c1
→ -2, 4.9, 13, 1.4, -5, 0, 0.0, 3.1, -12, 20, 11
Cc1nn(CC(=O)N2CCN(c3ccc(Cl)cc3)CC2)c(=O)c2cccn12
→ -9, -1.1, 8, 0.3, -6, 5, -0.8, 1.5, 2, 136, 4
OCCCn1c(C2CCCN2c2nc(-c3ccc(F)cc3)cs2)nc2cc(Cl)c(N3CCCCC3)cc21 (stereo not given)
→ -5, 0.4, 3, 3.7, 3, 1, -0.2, -0.3, 8, -21, 0
C/C(=C\C(=S)Nc1ccccc1)Nc1ccc2ccccc2c1
→ 5, -2.0, -28, -2.1, 2, 1, -0.2, 0.3, -17, -17, 17
COC(=O)NNC(=O)COc1cc(C)ccc1C
→ -12, 1.0, -18, 1.7, 4, 3, -0.5, 0.9, -4, -1, -17
CCOc1ccc(Nc2nc(NCc3ccco3)nc(N)c2[N+](=O)[O-])cc1
→ -2, 0.5, -8, 1.4, 1, 0, 0.0, -1.9, 9, -8, 14
COc1ccc(C2C(C(=O)c3ccco3)=C(O)C(=O)N2CCN2CCOCC2)c(OC)c1 (stereo not given)
→ -5, 3.6, -5, 4.2, -5, 15, -2.8, 2.0, -10, 6, -15
Cc1nc(C)n(C(C)CC(=O)O)n1 (stereo not given)
→ -7, -0.4, ·, 1.1, 8, 6, -1.2, 0.8, 3, 212, 8
CC(C)c1ccc(CN2CC(C(=O)O)CC2=O)cc1 (stereo not given)
→ -3, -0.3, -3, 1.5, 10, 4, -0.7, 5.0, 2, -21, 14
Cc1nn(C(=O)/C(C#N)=C/N(C)C)c(C)c1C
→ -6, 0.7, 20, -0.5, -1, -4, 0.8, 5.2, 14, 13, -11
Cn1c(=O)c2c(nc(C3CC4C5CCC(C5)C4C3)n2C)n(C)c1=O (stereo not given)
→ -1, ·, -9, ·, 0, 8, -1.7, -1.6, 4, ·, 12
COc1ccc(OC)c(S(=O)(=O)N2CCN(C(=O)c3cc(C4CC4)nn3-c3ccccc3)CC2)c1
→ 7, 0.5, -23, 2.1, -2, 8, -2.0, 2.3, -4, -18, -23
CCCn1c(=O)c(C(=O)NCc2cccnc2)c(O)c2ccccc21
→ 3, -0.6, 17, 1.4, 2, 8, -1.4, 0.7, -14, -10, -29
Cc1[nH]c2ccc(F)cc2c(=O)c1SC(F)(F)C(F)F
→ -2, 1.6, 10, 2.7, -2, 5, -0.9, 2.8, -2, 4, 35
O=CN1CCN(C(=O)CC(c2ccccc2)c2cc(Br)ccc2O)CC1 (stereo not given)
→ -9, 0.3, 12, -2.1, 8, 8, -1.7, 2.2, -16, -8, 1
Cc1ccc(NC(=O)CN(C)C(=O)CSc2nc3ccccc3o2)cc1
→ -3, -0.5, -23, 2.8, -5, 12, -2.8, 2.5, -5, -1, 12
COc1ccc(C(=O)OCCN2CCOCC2)cc1OC
→ -5, -0.1, 6, 2.4, 0, 8, -1.9, 4.8, -3, 32, -24
COc1ccc(N2CC(C(=O)NCc3ccco3)CC2=O)cc1 (stereo not given)
→ -7, -1.5, 1, -1.3, 5, 4, -0.7, 0.9, 2, -20, 15
Cc1ccc(S(=O)(=O)Nc2cccc(C(=O)NC3CCN(Cc4ccccc4)CC3)c2)cc1F
→ -2, 0.7, ·, 2.0, 6, -26, 4.1, 3.0, 3, ·, -4
O=C(O)COc1ccc(/C=N/NC(=O)Cc2ccc(Cl)cc2)cc1
→ 3, 0.3, -24, -1.4, -19, 2, -0.4, -1.5, -4, -8, 12
Cn1nc(NC(=O)C(F)(F)F)c2ncc(-c3ccc(Cl)cc3)nc21
→ -6, 1.2, 12, 1.2, -4, 6, -1.1, -0.9, -12, -5, 9

# Three compounds out of the list above, ordered by their value in phage Ecoli inh, largest number first.
Molecule | phage Ecoli inh
COc1ccc(C2C(C(=O)c3ccco3)=C(O)C(=O)N2CCN2CCOCC2)c(OC)c1 (stereo not given) | 2.0
CCOc1ccccc1N(C)C(=O)Cn1ncc2c([nH]c3ccccc32)c1=O | -0.2
O=C(O)COc1ccc(/C=N/NC(=O)Cc2ccc(Cl)cc2)cc1 | -1.5

# The listing picks up, starting 2 compounds before the break.
# Values in the order – Tat transport, E coli growth, PfHsp90 yeast 2, AddAB inh, PKA-R1A act, MOR-DOR inv ag, OPRM1-OPRD1 ag, phage Ecoli inh, PKA-R2B activ, SUMO Mot1 rescue, HTR5A inv ag
O=C(O)COc1ccc(/C=N/NC(=O)Cc2ccc(Cl)cc2)cc1
→ 3, 0.3, -24, -1.4, -19, 2, -0.4, -1.5, -4, -8, 12
Cn1nc(NC(=O)C(F)(F)F)c2ncc(-c3ccc(Cl)cc3)nc21
→ -6, 1.2, 12, 1.2, -4, 6, -1.1, -0.9, -12, -5, 9
Oc1ccc(N=Cc2ccc(O)c(O)c2)cc1
→ -6, -0.2, -21, 1.2, -9, -34, 6.8, ·, -1, -3, 1
O=C(NCc1ccc(Cl)cc1)C1CCC(CNS(=O)(=O)c2ccccc2)CC1 (stereo not given)
→ -2, 1.6, 2, 0.0, -9, -5, 1.0, ·, -5, 84, -2
COc1cccc(NC(=O)n2nc(N)cc2-c2ccc(Cl)cc2)c1
→ -9, 0.8, 55, 0.9, -4, -12, 2.1, 3.8, 3, -13, 0
CC1CCC2(CC1)NC(=O)N(Cc1nc(-c3ccccc3)no1)C2=O (stereo not given)
→ -3, 0.7, 11, -1.9, -13, -3, 0.6, -0.7, 6, 136, -5
Cc1ccc2c(c1)N(CC(=O)N1CCCCCC1)C(=O)CO2
→ -2, -1.1, -6, 0.2, 1, 5, -1.0, -0.4, 2, 5, -2
CCC(=O)Nn1c(C)nnc1C
→ -7, 0.2, -6, 3.2, 0, 13, -3.2, 3.4, 7, -4, 0
Cc1c(NC(=O)C(C)OC(=O)c2cc(Cl)ccc2O)c(=O)n(-c2ccccc2)n1C (stereo not given)
→ -3, 1.6, -4, 2.9, -15, 12, -2.2, -0.4, 0, -7, 14
COc1ccc(C(=S)N2CCN(c3cccc(Cl)c3)CC2)c(OC)c1
→ 15, -2.9, -14, -1.2, -2, 0, 0.0, 3.0, -4, -5, -1
NS(=O)(=O)c1ccc(CNC(=O)/C=C/c2c(F)cccc2Cl)cc1
→ -8, 1.9, 27, 1.1, 6, 6, -1.1, 2.0, 1, 23, 4
CCC(Sc1nncn1C)C(=O)Nc1nnc(-c2ccc(Cl)cc2)s1 (stereo not given)
→ -2, 1.4, -10, -2.2, 2, 2, -0.3, 1.8, 11, -5, 15
O=C(CSc1nncs1)NNC(=O)c1ccccc1Br
→ -5, -1.4, 1, 0.3, -5, 18, -3.5, 2.1, 6, -13, 10
CCC(/C=N/NC(=O)C1COc2ccccc2O1)CC (stereo not given)
→ 10, 0.5, -28, 4.0, -10, 1, -0.2, 3.1, -5, 20, -1
Cc1ccc(S(=O)(=O)c2nc(-c3cccs3)oc2N2CCC(C(N)=O)CC2)cc1
→ 5, -2.7, -19, 1.6, -9, 9, -1.7, 1.3, -2, -16, -7
Cc1ccc(NS(=O)(=O)c2ccc3[nH]c(=O)oc3c2)c(C)c1
→ 4, -0.6, -2, 0.7, -6, 9, -1.7, 3.1, 5, 5, -14
O=C(O)c1cnn2c(C(F)(F)F)cc(-c3ccccc3)nc12
→ -2, -1.8, -1, 1.4, 1, 4, -0.7, 2.2, 3, 310*, -4
O=C(NC1=NCCS1)c1cc(-c2cccs2)nc2ccccc12
→ 0, -0.2, -11, -0.6, -8, 18, -3.5, 1.4, 5, 336, -21
O=C(CCC(=O)Nc1ccc(Br)cc1)N/N=C/c1ccccc1O
→ 0, -5.3, -18, -6.2, 6, 4, -0.9, -4.5, -6, 27, 3
CCc1ccc(NC(=O)CSc2nnc(C)c(=O)n2N)cc1
→ -11, 1.4, -18, 3.9, -7, 9, -1.7, 3.6, -10, 6, -10
CCNC(=O)CN(c1ccc(C)cc1)S(=O)(=O)c1ccccc1
→ -3, -0.1, ·, 1.7, -7, 14, -2.6, -0.5, -6, -21, 0
O=c1[nH]c2cc(NCCO)c([N+](=O)[O-])cc2[nH]1
→ -1, 0.6, -4, 2.4, 9, 17, -3.2, -0.2, 1, ·, 26
CCC(=O)Nc1nc(C)c(-c2csc(Nc3ccccn3)n2)s1
→ -12, 1.6, 6, 1.0, -10, 13, -2.8, 2.7, -8, 17, -3
CCCNC(=O)c1cc(SC)ccc1Cl
→ -4, 0.2, ·, -1.7, -4, 4, -0.7, 2.1, -6, -10, 18
O=C(NNC(=O)c1cc(OCC(F)(F)F)ccc1OCC(F)(F)F)c1ccc(Cl)c(Cl)c1
→ 1, 2.0, 15, -0.4, -6, 10, -2.1, -0.7, 4, -3, 12
CC(=O)N/C(=C/c1ccc(OC(F)F)cc1)C(=O)O
→ -5, 1.2, 2, 0.2, -6, 16, -2.6, 1.8, -11, -19, 15
Cc1ccc(C)c(NC(=O)CN(C)S(=O)(=O)c2ccc(F)cc2)c1
→ -2, -1.5, -8, 1.6, -6, -7, 1.3, -0.9, -1, -12, -14
